PHOSPHO1 inh = PHOSPHO1 (human) inhibition; Q8TCT1; recombinant PHOSPHO1, absorbance phosphatase assay; inhibition, % at 13.3 µM; hit rate 1.1% among 290,000; AID 1565; in the data active = inhibition above about 60%
GalR3 antag = antagonists of human GalR3. hit rate 0.44% among 360,000. inhibition, % at 3 µM. HEK293 GalR3-CNG cAMP membrane potential fluorescence; galR3 body fused to GalR1 C-terminus;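 active = inhibition above the screen-wide average plus 3 SD, cut at about 13% in these data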;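 note: forskolin and galanin both at EC90 stimulate the cells; cAMP rise reported by CNG channel membrane potential dye signal; 0% = forskolin plus galanin with DMSO and 100% = forskolin alone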
MEKK3 PB1 HTS = MEKK3-MEK5 PB1 interaction, increase or decrease; Q99759; bead-based flow cytometry, Alexa488-MEK5 binding to MEKK3; actives lie on both sides; 0 = blocked by unlabeled MEK5, 100 = vehicle; binding response (% of control), % at 10 µM; hit rate 1.4% among 290,000; AID 1529;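 active = binding response more than 3 SD above or below the average of its plate-row segment, actives on both sides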;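 note: Alexa488 bead fluorescence after subtracting the streptavidin-only scavenger bead signal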
Target sequence (Q99759 whole entry, looked up): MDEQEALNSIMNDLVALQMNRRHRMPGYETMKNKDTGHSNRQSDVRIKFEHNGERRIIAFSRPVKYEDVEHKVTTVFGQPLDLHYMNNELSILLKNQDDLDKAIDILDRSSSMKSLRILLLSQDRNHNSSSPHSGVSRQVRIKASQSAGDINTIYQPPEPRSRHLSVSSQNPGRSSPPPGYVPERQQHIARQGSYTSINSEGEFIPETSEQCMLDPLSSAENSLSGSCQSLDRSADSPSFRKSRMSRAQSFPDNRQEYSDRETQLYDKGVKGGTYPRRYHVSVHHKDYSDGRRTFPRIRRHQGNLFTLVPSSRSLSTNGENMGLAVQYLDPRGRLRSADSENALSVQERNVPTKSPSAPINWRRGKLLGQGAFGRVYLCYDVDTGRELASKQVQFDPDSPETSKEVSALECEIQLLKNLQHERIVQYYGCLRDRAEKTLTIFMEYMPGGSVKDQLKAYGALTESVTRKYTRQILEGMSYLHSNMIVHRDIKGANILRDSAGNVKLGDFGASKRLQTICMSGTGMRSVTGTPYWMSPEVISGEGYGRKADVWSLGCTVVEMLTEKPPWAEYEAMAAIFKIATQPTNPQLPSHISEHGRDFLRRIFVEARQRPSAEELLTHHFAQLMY
GPR7 antagonist = human neuropeptides B/W receptor 1 antagonism; hit rate 1.1% among 290,000; GPR7-expressing cells, fluorescence antagonist assay; P48145; inhibition, % at 4.4 µM; in the data active = inhibition above about 16%, passing the limit was not always enough;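 note: cells stimulated with the agonist NPW; 0% = agonist with vehicle and 100% = vehicle without agonist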
Target sequence (P48145 whole entry, looked up): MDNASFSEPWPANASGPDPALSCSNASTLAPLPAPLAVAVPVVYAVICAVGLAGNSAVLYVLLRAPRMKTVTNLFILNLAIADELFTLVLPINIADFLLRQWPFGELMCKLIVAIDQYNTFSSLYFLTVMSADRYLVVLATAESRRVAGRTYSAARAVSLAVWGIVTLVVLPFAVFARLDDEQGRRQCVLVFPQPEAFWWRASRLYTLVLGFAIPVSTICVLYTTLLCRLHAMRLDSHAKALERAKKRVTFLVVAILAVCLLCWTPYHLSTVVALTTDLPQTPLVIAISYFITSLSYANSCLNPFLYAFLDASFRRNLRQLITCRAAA
V1aR counter = V1a receptor agonism, counter-screen for OXTR agonists; P37288; CHO-V1R cells, Fluo-8 calcium fluorescence, agonist mode; 0% DMSO, 100% 3 nM vasopressin; activation, % at 3 µM; hit rate 0.25% among 320,000;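 active = activation above the mean activation of all tested compounds plus 3 SD, per screening run, cut at about 20% in these data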;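 note: signal is peak over basal fluorescence ratio across a 100 second FLIPR read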
MEKK2 mut-MEK5 = signal of MEK5 binding to mutant human MEKK2 PB1 domain. bead flow cytometry, Alexa488-MEK5 binding to MEKK2 mutant. percent response, % at 10 µM. hit rate 0.35% among 290,000. AID 1530; in the data active = percent response above about 24%, passing the limit was not always enough; note: inactives centre near 1; some results filed as inactive read as strong as hits; reference of the scale not given here
MEKK2 WT-MEK5 = raises or lowers MEK5 binding to wildtype human MEKK2 PB1 domain; Q9Y2U5; bead flow cytometry, Alexa488-MEK5 binding to MEKK2 WT; actives lie on both sides; binding response (% of control), % at 10 µM; hit rate 1.1% among 290,000; in the data active = binding response below about 67% or above about 130%
NALP1 inh = NALP1 inhibition | S. cerevisiae NALP1/ASC/caspase-1 growth, X-gal OD620, 72 h | inhibition, % at 10 µM | hit rate 0.61% among 280,000; in the data active = inhibition mostly above about 24%, no sharp cut-off; inactive = mostly below about 32%; note: some compounds called inactive have numbers as strong as hits
OXTR agonist = human OXTR agonism. hit rate 0.32% among 320,000. CHO-OTR cells, Fluo-8 calcium fluorescence; normalized: DMSO 0%, oxytocin 100%. activation, % at 3 µM;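 active = activation above the mean of all tested compounds plus 3 SD, cutoff set per screening run, cut at about 20% in these data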;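 note: peak over basal fluorescence ratio from a 100 s FLIPR kinetic read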
Active calls of the source: *; x = no result given.

compound	PHOSPHO1 inh	MEKK3 PB1 HTS	GalR3 antag	MEKK2 mut-MEK5	GPR7 antagonist	NALP1 inh	V1aR counter	OXTR agonist	MEKK2 WT-MEK5
C=CCn1c(CNC(=O)c2ccccc2F)nnc1SCc1nc2ccccc2c(=O)[nH]1	-21.8	104.0	-0.8	1.0	1.0	1.3	-0.2	-0.1	97.0
CCc1sc(NC(=O)CN2CCOCC2)nc1-c1ccccc1	24.8	93.0	0.5	-2.0	-12.0	-4.9	1.2	-1.4	100.0
COc1cccc(C(=O)NNS(=O)(=O)c2ccc(C)cc2)c1	40.8	107.0	-4.5	5.0	-5.4	-0.1	5.4	-0.5	108.0
c1ccc(-c2ccc3c(c2)c2c4n3CCN=C4CCC2)cc1	26.1	102.0	-7.5	8.0	4.7	14.8	0.4	2.6	117.0
O=C(COc1cccc(F)c1)N[C@@H](Cc1ccccc1)c1nc2ccccc2[nH]1	-11.2	101.0	-0.9	18.0	-1.7	8.1	1.1	-1.6	103.0
CCCCOc1ccc(Cc2c(Cl)nc(SC)nc2N2CCOCC2)cc1	3.2	99.0	-4.0	-1.0	0.8	16.2	-0.7	-1.8	98.0
CCc1nc2c(cnn2-c2ccc(F)cc2)c(=O)n1-c1ccc(N2CCC(C)CC2)cc1	-8.8	112.0	1.9	6.0	-0.5	-3.3	1.3	1.4	98.0
OC(CNCc1ccccc1)COCc1ccc(Cl)cc1 (configuration not stated)	47.6	92.0	-4.8	-2.0	-7.4	6.7	2.8	4.8	96.0

The last five records of the part before lead into the next.
compound	PHOSPHO1 inh	MEKK3 PB1 HTS	GalR3 antag	MEKK2 mut-MEK5	GPR7 antagonist	NALP1 inh	V1aR counter	OXTR agonist	MEKK2 WT-MEK5
c1ccc(-c2ccc3c(c2)c2c4n3CCN=C4CCC2)cc1	26.1	102.0	-7.5	8.0	4.7	14.8	0.4	2.6	117.0
O=C(COc1cccc(F)c1)N[C@@H](Cc1ccccc1)c1nc2ccccc2[nH]1	-11.2	101.0	-0.9	18.0	-1.7	8.1	1.1	-1.6	103.0
CCCCOc1ccc(Cc2c(Cl)nc(SC)nc2N2CCOCC2)cc1	3.2	99.0	-4.0	-1.0	0.8	16.2	-0.7	-1.8	98.0
CCc1nc2c(cnn2-c2ccc(F)cc2)c(=O)n1-c1ccc(N2CCC(C)CC2)cc1	-8.8	112.0	1.9	6.0	-0.5	-3.3	1.3	1.4	98.0
OC(CNCc1ccccc1)COCc1ccc(Cl)cc1 (configuration not stated)	47.6	92.0	-4.8	-2.0	-7.4	6.7	2.8	4.8	96.0
CN(CC(=O)Nc1ccc(F)c(F)c1)S(=O)(=O)c1cccc2cccnc12	33.2	101.0	-3.6	2.0	-2.1	9.7	0.1	-1.0	97.0
O=C(N/C(=C/c1cccnc1)C(=O)N1CCOCC1)c1ccccc1F	-6.3	103.0	2.3	3.0	-3.7	2.3	0.1	-0.1	101.0
COc1cc(OC)cc(C(=O)NN2CCOCC2)c1	4.5	105.0	0.1	9.0	-10.9	-4.3	1.5	0.2	110.0
COc1ccccc1N1CCN(C2CCCN(C(=O)c3ccnc4ccc(C)cc34)C2)CC1 (configuration not stated)	-84.9	102.0	-4.5	-2.0	-6.1	16.3	-0.8	-0.8	99.0
Cc1ccc(NC2=C(CC(=O)O)C(c3ccccc3)N(c3ccc(C)cc3)C2=O)cc1 (configuration not stated)	-5.8	108.0	-5.0	0.0	-1.5	19.4	-0.7	-0.2	102.0
CCC1CO/C(=C(\C(Cl)=C(Cl)Cl)[N+](=O)[O-])N1 (configuration not stated)	-11.2	100.0	0.2	0.0	-18.7	37.7	0.3	0.3	99.0
O=C(O)CN(c1cccc(C(F)(F)F)c1)S(=O)(=O)c1ccccc1	27.9	102.0	-7.0	1.0	-10.4	5.6	-0.1	-0.4	99.0
COC(=O)c1cc(OC)c(OC)cc1NC(=S)N1CCN(c2ccccn2)CC1	32.2	105.0	-3.2	0.0	-3.6	9.2	-0.9	-1.9	95.0
COc1ccc(-c2cc(C(F)F)n3ncc(C(=O)N4CCN(C)CC4)c3n2)cc1	-38.4	109.0	1.0	-2.0	-17.9	-61.5	-0.9	-2.6	108.0
CCn1cc(CN2CCN(Cc3ccc(OC)c(C)c3C)C(CCO)C2)c(C)n1 (configuration not stated)	-1.8	102.0	-3.8	-8.0	-9.6	-6.2	0.3	-0.7	97.0
COc1ccc(C2NCCn3cccc32)cc1 (configuration not stated)	-18.9	93.0	-3.9	2.0	-2.4	3.8	8.6	2.5	96.0
COC(=O)CCC(=O)NNC(=O)c1cccc(Br)c1	-4.4	100.0	-2.4	-1.0	-2.9	18.8	0.4	0.1	97.0
CC(C)CNS(=O)(=O)c1ccc(S(=O)(=O)NC2CCOC(C)(C)C2)cc1 (configuration not stated)	x	100.0	-8.4	2.0	18.0	x	1.4	4.9	103.0
NC(=O)c1nn(-c2ccccc2)nc1NC(=O)Cn1nnc(-c2ccccc2)n1	-21.6	132.0*	-0.6	-1.0	-2.5	23.0	0.8	1.1	104.0
Oc1ccc(Nc2nc(-c3cccs3)cs2)cc1	4.5	97.0	3.8	-2.0	-0.6	9.0	0.0	-0.5	93.0
Cc1ccc(-c2nc(CCN3C(=O)c4ccccc4C3=O)cs2)cc1	28.7	101.0	-3.2	-1.0	-3.1	0.6	0.1	-0.9	99.0
OCCN(Cc1ccccc1)Cc1ccc(Cl)cc1Cl	48.9	103.0	-0.1	0.0	-9.0	10.0	-0.1	-1.2	100.0
CCc1nc2ccccc2n1CCC(C)C	-1.5	105.0	-4.1	3.0	-11.3	14.4	0.6	0.0	102.0
Cc1ccccc1C(=O)Nc1nnc(-c2ccc(F)cc2)o1	-5.3	111.0	2.9	12.0	-17.2	-4.4	0.3	-0.1	115.0
O=C(CCn1cncn1)N1CCN(S(=O)(=O)c2ccc(Cl)cc2)CC1	36.6	87.0	-8.9	-16.0	-4.2	20.9	-0.7	0.6	87.0
Cc1ccc(-n2[nH]c(C)c(/C=N/N3C(=O)c4cccc5cccc(c45)C3=O)c2=O)cc1	1.2	101.0	-0.1	-2.0	-9.0	-2.9	0.3	-0.3	98.0
CCCCc1nc(Cl)c(C#N)c2c1CCCC2	-2.2	106.0	-1.1	-2.0	-5.5	29.6	-0.7	-2.0	102.0
Cc1cccc(NCc2nc(SCC(=O)Nc3ccccc3Br)n[nH]2)c1	23.5	97.0	-11.7	4.0	-3.5	6.6	1.2	-1.3	100.0
CCCCc1nnc(NC(=O)C2CC(=O)N(c3ccc(C)cc3)C2)s1 (configuration not stated)	32.2	98.0	-4.5	1.0	2.1	0.7	3.0	0.1	98.0

Printed as active in MEKK3 PB1 HTS, of those listed so far:
molecule	PHOSPHO1 inh	MEKK3 PB1 HTS	GalR3 antag	MEKK2 mut-MEK5	GPR7 antagonist	NALP1 inh	MEKK2 WT-MEK5
NC(=O)c1nn(-c2ccccc2)nc1NC(=O)Cn1nnc(-c2ccccc2)n1	-21.6	132.0*	-0.6	-1.0	-2.5	23.0	104.0

(list continues)
compound	PHOSPHO1 inh	MEKK3 PB1 HTS	GalR3 antag	MEKK2 mut-MEK5	GPR7 antagonist	NALP1 inh	V1aR counter	OXTR agonist	MEKK2 WT-MEK5
COc1ccc(C(=O)Nc2ccccc2C(=O)Nc2ccccc2C(=O)O)cc1	28.7	102.0	-11.7	3.0	-12.3	-3.1	-0.8	-2.6	96.0
c1ccc2c(c1)NC1(CCCCCC1)n1c-2nc2ccccc21	5.9	98.0	-4.9	-1.0	3.6	2.9	-1.3	-1.5	99.0
O=C(NC1CCCC1)C1C2C=CC3(CN(Cc4cccs4)C(=O)C13)O2 (configuration not stated)	16.1	96.0	0.7	-4.0	-5.0	39.5	1.8	-0.2	94.0
Cc1oc(-c2ccc(Cl)cc2)nc1CS(=O)CC(=O)NCc1ccccn1 (configuration not stated)	38.5	99.0	-1.6	3.0	-16.9	16.5	-0.4	-2.8	99.0
CCOC(=O)c1sc(C)c2c(=O)n(CCCN3CCOCC3)cnc12	15.7	107.0	-1.4	6.0	-2.8	0.5	-1.4	-1.7	107.0
CCOCCOc1nc(C)cc(C)c1S(=O)(=O)c1ccccc1C	39.9	103.0	-3.9	0.0	-3.6	6.4	-1.1	-2.0	100.0
Cc1cccc(OCC(=O)NNC(=O)c2ccc([N+](=O)[O-])cc2)c1	1.4	116.0	-3.8	-1.0	-17.9	14.4	-0.3	-0.5	108.0
CC1(C(=O)NCCCN2CCOCC2)Oc2cccnc2NC1=O (configuration not stated)	26.9	102.0	-1.3	-1.0	-20.8	17.6	0.7	0.8	94.0
Cc1c(CCO)c(=O)n(-c2ccccc2)n1S(=O)(=O)c1ccc(Cl)cc1	25.7	97.0	-2.4	4.0	-7.0	17.7	-0.7	-0.5	100.0
COc1cccc(-n2c(=O)c3c(C)c(C(=O)N(C)C)sc3n(CC(=O)NCCc3ccc(OC)c(OC)c3)c2=O)c1	-6.7	102.0	-8.0	-1.0	-17.0	-1.2	0.6	-0.2	96.0
COc1ccc(C(=O)NCCCCNC(=O)c2ccc(OC)c(OC)c2)cc1OC	41.1	107.0	-9.1	14.0	-7.7	-4.0	1.2	0.0	111.0
COc1cc(OC)cc(C(=O)NCCSc2c[nH]c3ccccc23)c1	46.4	120.0	-4.7	18.0	0.1	x	2.6	0.6	115.0
Cc1cnc(C(=O)OCC(=O)N2CCN(C(=O)c3ccco3)CC2)cn1	-9.6	93.0	2.2	-3.0	-0.7	-4.3	0.1	-0.2	97.0
OCCN(/C=N/c1nc(-c2ccc(Br)cc2)cs1)CCO	12.1	110.0	-7.9	8.0	-2.7	17.0	-0.8	-1.2	118.0
COc1ccc2nc(SCC(=O)N3CCN(c4ccc(F)cc4)CC3)c(C#N)cc2c1	-1.9	98.0	-6.9	3.0	-4.7	-0.7	-0.6	-2.3	103.0
CCc1cc2c(=O)n(C(C)C(=O)OC3CCCCC3)cnc2s1 (configuration not stated)	-1.4	100.0	4.2	8.0	4.6	-11.3	-0.5	-2.1	101.0
CCOC(=O)c1cc([N+](=O)[O-])sc1NC(=O)CC	38.5	108.0	-4.8	4.0	-8.1	-12.5	-0.3	-1.7	109.0
Cc1cccc(N(C)S(=O)(=O)c2ccc3[nH]c(=O)c(=O)[nH]c3c2)c1	44.7	102.0	1.0	2.0	-1.2	5.7	0.5	-0.1	101.0
Cc1c(NC(=O)CN2CCCc3ccccc32)c(=O)n(-c2ccccc2)n1C	-8.0	96.0	-5.3	-2.0	-2.8	16.6	0.2	-0.2	97.0
CCc1nnc(NC(=O)CCC(=O)NC2CCCc3ccccc32)s1 (configuration not stated)	3.9	102.0	-1.5	-1.0	-12.1	28.7	0.2	-1.8	97.0
O=C(CCCCn1c(=O)[nH]c2ccsc2c1=O)NCc1cccnc1	-8.3	93.0	-1.7	-2.0	13.4	9.5	1.2	-0.2	97.0
CC(=O)Nc1ccc(NC(=O)c2ccc3c(c2)CCN3S(C)(=O)=O)cc1	24.1	108.0	-4.8	5.0	-10.3	21.3	0.6	0.1	106.0
Cc1c(C(=O)NCCCN2CCOCC2)oc2ccc(S(=O)(=O)N3CCOCC3)cc12	-7.1	112.0	-1.1	-2.0	-0.8	7.0	0.7	1.7	102.0
CCOc1ccc(C(=O)CN2CCN(S(=O)(=O)c3ccc(OC)cc3)CC2)cc1	0.2	107.0	-2.9	14.0	3.6	12.8	2.3	1.3	118.0
C=CCSc1nnc2c(n1)OC=Nc1ccc(Br)cc1-2	5.5	101.0	4.5	2.0	-16.3	-0.8	-1.0	-2.4	96.0

From PubChem BioAssay
